From PubChem BioAssay
PP1 inh – counter-screen for PP5 inhibitors: inhibitors of human PP1-alpha; P62136; purified PP1alpha, OMFP fluorescence; inhibition, % at 6.7 µM; actives 0.9% (n = 320,000); AID 2235;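 active means inhibition above the mean inhibition of all tested compounds plus 3 SD, computed separately for each screening campaign, cut at about 15% in these data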
Target sequence (P62136 whole entry, looked up): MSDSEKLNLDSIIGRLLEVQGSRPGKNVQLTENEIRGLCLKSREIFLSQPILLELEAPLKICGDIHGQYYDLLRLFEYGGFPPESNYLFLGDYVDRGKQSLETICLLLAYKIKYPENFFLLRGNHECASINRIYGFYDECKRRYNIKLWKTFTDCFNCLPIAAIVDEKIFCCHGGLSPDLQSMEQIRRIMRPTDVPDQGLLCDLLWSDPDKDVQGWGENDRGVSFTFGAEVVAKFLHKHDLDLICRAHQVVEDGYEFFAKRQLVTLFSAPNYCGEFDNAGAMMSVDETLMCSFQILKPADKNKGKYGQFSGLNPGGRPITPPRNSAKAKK
procasp7 counter – counter-screen for procaspase-3 activators: activators of human procaspase-7; P55210; recombinant procaspase-7, Ac-DEVD-pNA absorbance 405 nm; D23A/D198A/D206A triple mutant, cannot self-cleave; scale: DMSO 0, 5 µM enzyme 100; activation, % at 8.5 µM; actives 0.093% (n = 330,000); AID 463210;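 active means percent activation above the screen-wide mean plus 3 SD, cut at about 25% in these data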
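Assay system: Uncleavable procaspase-7 mutant enzyme / Input: 2 µM procaspase-7 mutant as dispensed / Dosing: single nominal 8.5 µM compound dose, 0.8% DMSO final / Timing: 1 h enzyme–compound preincubation and 2 h substrate reaction, both 25 °C / Detection: p-Nitroaniline absorbance at 405 nm, read at 0 and 120 min / Replication: singlicate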
HCV core dimer – HCV core protein dimerization inhibition; actives 0.33% (n = 300,000); TR-FRET GST/Flag-core106 dimerization, 1536-well; AID 1899; inhibition, % at 5 µM;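 active means inhibition above the mean of all tested compounds plus 3 SD, set per screening campaign, cut at about 45% in these data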
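Assay system: Tagged HCV core106 pair (GST and Flag) | Buffer or medium: KF-containing HEPES buffer, pH 7.45, DTT, CHAPS, BSA | Also added: Eu donor and XL665 acceptor anti-tag antibodies | Dosing: One concentration, 5 µM, in 0.5% DMSO | Timing: 4 h at 22.5 °C | Technique: TR-FRET 671 and 617 nm emission | Repeats: Singlicate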
TPT1 inhibitor – blocks Candida albicans tRNA 2'-phosphotransferase. recombinant caTPT1, FP RNA substrate dephosphorylation. inhibition, % at 5 µM. actives 0.81% (n = 300,000);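 active means inhibition above the mean of all tested compounds plus 3 SD, set per screening campaign, cut at about 24% in these data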;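 further: plate controls were DMSO alone for no effect and ferristatin control at 100 nM for full effect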
PAFAH2 inh – PAFAH2 (human) inhibition. Q99487. recombinant PAFAH2, FP-rhodamine activity probe, fluorescence polarization. inhibition, % at 3.39 µM. actives 0.99% (n = 340,000). AID 492956;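 active means inhibition above the mean over all tested compounds plus 3 SD, cut at about 30% in these data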;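 further: inhibitors block probe labeling of enzyme so polarization drops; 0% = enzyme with DMSO and 100% = wells lacking PAFAH2 protein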
CTSL1 counter – blocks F. hepatica cathepsin L1 in PFM18AAP counter-screen; recombinant F. hepatica cathepsin L1, Z-Leu-Arg-MCA fluorescence; inhibition, % at 5.96 µM; actives 0.49% (n = 300,000); AID 1906;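 active means inhibition above the mean of all tested compounds plus 3 SD, set per screening campaign, cut at about 17% in these data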;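 further: 0% = plate median of test compound wells and 100% = 1 µM Z-Phe-Ala-diazomethylketone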
AHR act – activates the human aryl hydrocarbon receptor; AHR-responsive luciferase reporter cells, luminescence; activation, % at 5 µM; actives 2.5% (n = 320,000); in the data active means activation above about 47%;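 further: 0% = vehicle wells and 100% = reference agonist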
PP5 primary – PP5 (human) phosphatase inhibition; inhibition, % at 6.7 µM; actives 0.18% (n = 320,000); P53041; AID 1987; purified PP5c, OMFP substrate fluorescence;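 active means inhibition above the campaign's mean inhibition across all tested compounds plus 3 SD, cut at about 9.5% in these data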;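 further: 0% = DMSO only and 100% = 100 µM cantharidin control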
Target sequence (P53041 whole entry, looked up): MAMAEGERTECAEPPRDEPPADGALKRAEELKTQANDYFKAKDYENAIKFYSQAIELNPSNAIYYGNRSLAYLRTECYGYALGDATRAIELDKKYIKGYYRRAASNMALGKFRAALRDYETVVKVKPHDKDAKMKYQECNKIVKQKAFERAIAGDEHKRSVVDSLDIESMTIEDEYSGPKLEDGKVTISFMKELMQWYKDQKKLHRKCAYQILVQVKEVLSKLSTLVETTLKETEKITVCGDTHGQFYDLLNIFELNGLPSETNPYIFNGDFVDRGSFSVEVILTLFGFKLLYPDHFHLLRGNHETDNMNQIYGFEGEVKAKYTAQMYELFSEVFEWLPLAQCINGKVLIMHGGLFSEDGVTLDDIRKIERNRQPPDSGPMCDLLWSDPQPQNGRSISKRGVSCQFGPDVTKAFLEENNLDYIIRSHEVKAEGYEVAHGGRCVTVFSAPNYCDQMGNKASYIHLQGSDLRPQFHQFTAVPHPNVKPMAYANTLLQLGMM
proCasp3 act – procaspase-3 (human) activation | activation, % at 8.5 µM | actives 0.11% (n = 330,000) | P42574 | recombinant procaspase-3 D3A, Ac-DEVD-pNA absorbance 405 nm;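 active means activation above the mean of all tested compounds plus 3 SD, cut at about 21% in these data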;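 further: 0% = DMSO alone and 100% = DMSO wells spiked with extra 5 µM PC-3 D3A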
Target sequence (P42574 whole entry D9A/D28A/D175A): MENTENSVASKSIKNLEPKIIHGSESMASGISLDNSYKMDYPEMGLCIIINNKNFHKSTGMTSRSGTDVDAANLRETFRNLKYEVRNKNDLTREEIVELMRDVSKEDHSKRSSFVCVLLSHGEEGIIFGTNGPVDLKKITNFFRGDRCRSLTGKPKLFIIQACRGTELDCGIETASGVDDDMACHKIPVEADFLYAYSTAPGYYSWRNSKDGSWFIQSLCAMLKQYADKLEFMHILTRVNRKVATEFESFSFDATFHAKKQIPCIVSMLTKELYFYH
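material = Procaspase-3 D3A mutant | probe or stimulus = Ac-DEVD-pNA | compound = single dose, 8.5 µM nominal compound, 0.8% DMSO | timing = 1 h preincubation, 2 h reaction | measured by = 405 nm absorbance of p-nitroaniline, reads at 0 and 120 min | benchmarks = DMSO-only low control, 5 µM PC-3 D3A high control | repeats = singlicate, each compound tested once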
An asterisk follows results filed as active; . = no result given.

Below each compound – PP1 inh	procasp7 counter	HCV core dimer	TPT1 inhibitor	PAFAH2 inh	CTSL1 counter	AHR act	PP5 primary	proCasp3 act
> COc1cccc(CCNC(=O)CC2C(=O)NCCN2CC(C)(C)C)c1 (stereo not drawn)
  4	-9	0	-2	7	-2	3	-5.2	-3
> Nc1nc(Sc2ccc(C(F)(F)F)cn2)n[nH]1
  -3	3	10	-3	7	-1	6	-0.3	2
> CC(C)c1ccc(NC2CCCN(C(=O)c3ccc(N4CCOCC4)cc3)C2)cc1 (stereo not drawn)
  -1	1	10	2	-3	2	2	1.1	12
> O=C(O)CN(c1ccccc1[N+](=O)[O-])S(=O)(=O)c1ccccc1
  -2	8	2	-1	6	-1	7	-1.9	3
> Cn1c(CNC(=O)CNC(=O)c2cccc(F)c2)cc(=O)n(C)c1=O
  -1	5	-1	2	5	0	2	0.5	1
> CCOC(=O)CCCC(=O)N1CCOCCOCCOCC1
  -5	4	-9	-2	6	-7	-2	1.2	-11
> FC(F)(F)c1cccc(N2CCN(C(=S)NC3CCCCC3)CC2)c1
  1	2	3	2	-3	-1	-3	3.5	1
> O=S(=O)(NC1CC1)c1ccc(S(=O)(=O)N2CCc3ccccc32)cc1
  1	-6	-1	1	3	0	5	4.5	-4
> Cc1cc(OC(C)C(N)=O)nc(-c2ccccc2)n1 (stereo not drawn)
  1	8	-13	-6	6	0	13	3.3	-5
> COc1cccc(CNS(=O)(=O)c2ccc3c(c2)C(C)(C)C(=O)N3C)c1
  0	-3	-5	0	-2	3	2	-0.2	11
> O=C(Oc1ccc(C(=S)N2CCOCC2)cc1)c1ccccc1[N+](=O)[O-]
  -13	6	-11	0	3	-2	-1	4.8	1
> CC(C)(C)C1(C)OC(C(N)=O)C(C(N)=O)O1 (stereo not drawn)
  -1	-1	-1	2	4	0	1	0.8	1
> CCN(Cc1ccncc1)C(=O)c1cc(COc2c(C)cccc2C)on1
  -2	6	13	-3	-3	-3	-16	4.2	4
> COc1ccc(N=Cc2sc(O)c3ccccc23)cc1
  -2	-49	-39	147*	5	2	38	1.7	-27
> Cc1ccc(NC(=O)NC2CC(=O)N(c3ccc4c(c3)OCCO4)C2)cc1 (stereo not drawn)
  -4	5	0	0	0	2	1	0.5	-2
> Nc1ccc2nc(CN3CCOCC3)[nH]c2c1
  -2	-3	-2	-3	-5	-1	0	3.1	-6
> Nc1cc(C(=O)OCC(=O)N2CCOCC2)ccc1Cl
  -1	-2	-6	-2	-9	-3	0	0.3	9
> OCC[C@@H]1C[C@H](O)[C@@H](O)[C@@]2(CCCCO2)O1
  -1	9	9	-3	-5	1	-7	0.9	3
> NC(=O)c1ccccc1OCC(=O)N1CCCc2ccccc21
  -7	-2	14	2	-10	0	13	0.5	8
> O=C(O)c1ccc(NC(CSCc2ccccc2F)C(=O)O)c([N+](=O)[O-])c1 (stereo not drawn)
  -4	-5	-3	-1	4	5	1	-2.5	-10
> N#Cc1cc([N+](=O)[O-])ccc1NC(=O)CSc1n[nH]c(=O)n1C1CC1
  0	-3	.	.	3	.	8	-0.3	-1
> Oc1ccc(/C=N/N2CCCCC2)cc1O
  6	4	-9	-2	14	-2	0	3.8	-9
> Cc1ccc(-c2nnc(N3CCN(S(C)(=O)=O)CC3)c3ccccc23)cc1
  0	11	5	-3	-4	1	0	2.6	5
> COCC(=O)Nc1ccc(Br)cc1C
  0	-6	-5	0	-7	6	6	3.1	-1
> COc1ccccc1CN(Cc1nc2ccccc2c(=O)[nH]1)C(=O)Nc1ccccc1C
  -4	-1	3	2	3	-7	7	3.8	7
> CCOc1ccc(/C=N/NC(=O)C(OC)c2ccccc2)cc1 (stereo not drawn)
  -3	3	4	-3	3	3	6	-0.7	-5
> Cc1cccc(C)c1NC(=O)c1nc(S(=O)(=O)Cc2ccccc2)ncc1Cl
  0	-4	10	-5	1	-3	-3	1.7	-4
> O=[N+]([O-])c1ccccc1/C=N/n1c(C(F)(F)F)n[nH]c1=S
  -7	-16	-2	3	3	-2	6	0.6	-12
> COc1cccc(NS(=O)(=O)c2cc(C)sc2C)c1
  -1	6	7	3	3	0	-1	1.7	-5
> CCOc1ccc(N=CNc2ccc(OCC)cc2)cc1
  -4	-12	-2	-1	-7	2	2	-0.5	-6
> Nc1nonc1N1CCCCC1
  -1	8	-2	1	0	-2	2	8.7	3
> Cc1ccc(NC(=O)CCc2ccc(C)o2)cc1
  -3	12	-3	-3	11	1	0	-1.4	1
> O=C(CN(c1cccc([N+](=O)[O-])c1)S(=O)(=O)c1ccccc1)NCc1ccccc1
  0	0	4	-2	-6	0	0	2.1	-1
> Cc1ccc(C)c(N2CCN(C(=O)CCC(=O)Nc3nnc(CC(C)C)s3)CC2)c1
  0	1	6	-3	0	0	1	-1.5	5
> COC(OC)c1ccc(C#N)c(SCc2ccc(C)cc2)n1
  -3	4	-2	0	-4	2	-1	1.5	-2
> COCCCn1c(=O)c2ccccc2n(CC(=O)Nc2ccc3c(c2)OCCO3)c1=O
  1	2	-6	-1	-9	2	1	2.7	0
> Cc1cc(NC(=O)CSc2ncnc3ccccc23)no1
  0	3	2	-2	8	0	-2	1.9	0
> Cc1ccccc1Cn1cc(NC(=O)c2noc(C(C)C)c2[N+](=O)[O-])cn1
  1	4	5	-1	3	1	7	0.5	7
> COc1ccc(NC(=S)N(CCCN2CCC(C)CC2)Cc2cccs2)cc1
  1	-4	-1	1	-5	1	2	-1.1	-5
> CCOC(=O)N1CCN(c2nc3ccccc3nc2C(C#N)C(=O)NCCc2ccccc2)CC1 (stereo not drawn)
  -1	-11	8	8	2	-1	2	0.5	-6

Exported as a markdown table: 3 of the compounds above.
| Molecule | PP1 inh | procasp7 counter | HCV core dimer | TPT1 inhibitor | PAFAH2 inh | CTSL1 counter | AHR act | PP5 primary | proCasp3 act |
| --- | --- | --- | --- | --- | --- | --- | --- | --- | --- |
| O=C(CN(c1cccc([N+](=O)[O-])c1)S(=O)(=O)c1ccccc1)NCc1ccccc1 | 0 | 0 | 4 | -2 | -6 | 0 | 0 | 2.1 | -1 |
| Cc1ccc(C)c(N2CCN(C(=O)CCC(=O)Nc3nnc(CC(C)C)s3)CC2)c1 | 0 | 1 | 6 | -3 | 0 | 0 | 1 | -1.5 | 5 |
| COC(OC)c1ccc(C#N)c(SCc2ccc(C)cc2)n1 | -3 | 4 | -2 | 0 | -4 | 2 | -1 | 1.5 | -2 |

Continued.
Below each compound – PP1 inh	procasp7 counter	HCV core dimer	TPT1 inhibitor	PAFAH2 inh	CTSL1 counter	AHR act	PP5 primary	proCasp3 act
> O=C(O)CCCC(=O)Nc1ccc(N=Nc2ccccc2)cc1
  -1	-12	-9	-2	6	2	-5	0.2	14
> CN(Cc1ccccc1F)C(=O)c1ccc2c(=O)n3c(nc2c1)CCC3
  -1	3	-6	-2	9	4	3	-0.6	3
> COc1cc(N2C(=O)CSC2=S)cc(OC)c1OC
  0	-17	6	2	-5	-3	8	-0.5	-9
> CCCNC(=O)c1ccc(CN2CCOCC2)cc1
  1	0	1	2	-4	0	1	3.5	4
> CC(C)CC(=O)OCC(=O)Nc1ccccc1Sc1ccccc1
  -1	3	10	0	13	-1	-2	2.5	-5
> COc1ccc(OC)c(S(=O)(=O)Nc2cc(Cl)cc(Cl)c2)c1
  -4	3	-1	-2	-17	6	6	0.6	10
> Cc1nc2c(C)cccn2c(=O)c1NC(=O)c1cccc2ccccc12
  -3	-7	0	0	-2	3	2	1.2	6
> Cn1c(-n2c(CCCN3C(=O)c4ccccc4C3=O)nc3ccccc3c2=O)nc2ccccc21
  1	7	-11	-2	-5	1	9	5.5	2
> CC(=O)Nc1c2c(nn1-c1ccccc1)CSC2
  -4	-15	6	-3	1	-3	2	2.4	-4
> COCCOC(=O)C1=C(C)NC2=C(C(=O)CC(C)(C)C2)C1c1cccnc1 (stereo not drawn)
  2	2	2	-1	-6	0	1	0.8	-9
> CCc1ccccc1N(C)S(=O)(=O)c1cc(-c2cc(C)no2)ccc1OC
  2	5	12	1	7	-13	1	3.0	1
> CCn1c(SCc2ccc(F)cc2)nc2c(c1=O)SCC2
  10	2	4	3	6	1	-4	2.8	2
> O=C(CNC(=O)c1ccc(Cl)cc1)NCC(F)(F)F
  -1	-8	-2	-4	-4	1	-2	1.1	9
> CN1CCN(c2nc3c(c(=O)[nH]c(=O)n3C)n2Cc2cccc(Br)c2)CC1
  -3	-5	7	0	-2	5	-1	-0.4	7
> Cc1ccc(C(=O)Oc2cc(C)[nH]c(=O)c2[N+](=O)[O-])cc1
  -3	-6	2	1	3	-1	-3	-0.1	0
> Cc1ccccc1CC1SC(N)=NC1=O (stereo not drawn)
  7	-3	-6	0	8	-1	-1	0.2	1
> O=C(Nc1ccc(NC(=O)c2ccccc2Cl)nc1)c1ccncc1
  0	15	-14	-1	0	4	3	2.5	6
> Cn1c(=O)c(=O)n(C)c2cc(S(=O)(=O)N3CCCC3C(=O)NCc3cccnc3)ccc21 (stereo not drawn)
  -2	-2	-2	2	9	0	-1	1.1	-1
> O=C(Nc1ccccc1N1CCCC1)c1ccc(F)c(S(=O)(=O)N2CCOCC2)c1
  -7	1	4	1	-2	2	9	-1.1	4
> O=C1N[C@@H](Cc2ccccc2)COC(=O)[C@H](Cc2ccc(F)cc2)C/C=C\C[C@@H]1CC(=O)N(CCO)Cc1ccccc1
  .	-1	.	.	0	.	0	.	4
> O=S(=O)(NCc1cccnc1)c1ccc2c(c1)OCCO2
  -4	12	4	0	-3	0	0	-1.4	-9
> COc1ccc(/C=N/NS(=O)(=O)c2ccc(F)cc2)cc1CN1CCSCC1
  0	0	-2	2	-2	2	-2	4.2	1
> Cc1ccc(NC(=O)NNC(=O)CN2C(=O)COc3ccccc32)cc1
  -4	10	7	-3	5	-2	10	2.3	1
> Cc1cc(C)cc(NC(=O)CN2CCC(NC(=O)Cc3ccccc3)CC2)c1
  -1	0	1	1	-14	2	3	-0.5	1
> c1ccc(-c2csc3ncnc(NCCCN4CCOCC4)c23)cc1
  -1	1	-4	-5	0	-1	-1	-0.7	-4
> COc1ccc(C(NC(=O)c2ccco2)c2ccc(OC)c(OC)c2)cc1OC
  -1	-3	0	-2	4	-4	3	2.8	-8
> Cc1cc2ccccn2c1C(=O)c1ccccc1Br
  2	4	0	0	-3	2	3	0.9	-1
> Cn1ncc([N+](=O)[O-])c1C(=O)NC1CCCCC1
  2	-1	-2	-1	0	-1	2	0.3	6
> CCCCOC(=O)C(NC(=O)c1ccccc1)=C(C)C
  -3	4	-1	-8	0	7	2	-0.7	-6
> COc1ccc(NC(=O)Nc2cccc3c2O[C@H](CN(C)Cc2ccc(-c4ccccc4)cc2)[C@@H](C)CN([C@H](C)CO)C3=O)cc1
  .	-3	.	.	0	.	-1	.	1
> COc1ccc(-c2noc(CN(C)C(=O)Nc3ccccc3)n2)cc1
  -4	4	12	-2	3	0	3	1.9	0
> Cc1ccc(S(=O)(=O)CC(C)N2CCN(C3CCCCC3)CC2)cc1 (stereo not drawn)
  -5	8	2	-1	0	1	-2	-0.5	6
